High-throughput results (PubChem)
ASAP1 GAP inh: ASAP1 ArfGAP inhibition | Q9ULH1 | ASAP1-stimulated ARF1 GTP hydrolysis, GDP FP detection | inhibition, % at 16.5 µM | 0.19% of 360,000 active; in the data active means inhibition above about 25%;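 further: 0% = vehicle with enzyme and substrate and 100% = no enzyme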
HTRA1 inhibitor: inhibitors of human serine peptidase HTRA1; Q92743; recombinant HTRA1, FP-rhodamine activity-based probe, fluorescence polarization; inhibition, % at 5.96 µM; 0.5% of 340,000 active; in the data active means inhibition above about 36%;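 further: 0% = enzyme with DMSO and 100% = wells lacking enzyme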
Target sequence (Q92743 whole entry, looked up): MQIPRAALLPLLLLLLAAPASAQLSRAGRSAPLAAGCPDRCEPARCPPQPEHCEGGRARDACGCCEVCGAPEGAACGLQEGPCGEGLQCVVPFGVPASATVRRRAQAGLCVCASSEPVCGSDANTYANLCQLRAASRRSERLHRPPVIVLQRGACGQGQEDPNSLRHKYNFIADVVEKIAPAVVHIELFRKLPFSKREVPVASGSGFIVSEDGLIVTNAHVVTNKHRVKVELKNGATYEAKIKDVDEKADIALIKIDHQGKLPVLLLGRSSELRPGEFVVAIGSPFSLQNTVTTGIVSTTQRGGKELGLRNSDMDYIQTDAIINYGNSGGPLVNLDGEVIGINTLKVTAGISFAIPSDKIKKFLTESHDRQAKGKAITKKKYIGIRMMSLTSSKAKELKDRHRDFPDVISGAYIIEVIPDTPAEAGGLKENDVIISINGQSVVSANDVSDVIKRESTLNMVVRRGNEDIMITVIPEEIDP
mABHD4 FP: ABHD4 (mouse) inhibition, primary FP screen; inhibition, % at 8.92 µM; purified mABHD4, FP-Rh probe fluorescence polarization; 0.54% of 370,000 active;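 active means inhibition exceeding the mean over every tested compound plus 3 SD, cut at about 30% in these data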;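 further: 0% = plate median of compound wells and 100% = S159A mutant with DMSO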
Target sequence (Q8VD66 whole entry, looked up): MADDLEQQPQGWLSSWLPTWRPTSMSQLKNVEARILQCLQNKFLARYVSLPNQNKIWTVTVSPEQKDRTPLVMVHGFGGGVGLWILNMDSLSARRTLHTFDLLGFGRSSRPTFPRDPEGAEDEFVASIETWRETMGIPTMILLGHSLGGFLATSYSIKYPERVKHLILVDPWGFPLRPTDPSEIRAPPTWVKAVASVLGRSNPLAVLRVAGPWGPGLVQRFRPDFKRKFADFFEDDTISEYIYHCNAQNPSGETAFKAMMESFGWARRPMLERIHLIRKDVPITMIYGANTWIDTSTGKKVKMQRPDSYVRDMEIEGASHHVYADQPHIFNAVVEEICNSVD
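Material: mouse ABHD4 enzyme, wild type; Benchmarks: S159A mutant high control, sample median low control; Buffer or medium: HEPES pH 7.0, NaCl, Pluronic buffer; Signal: fluorescence polarization; Read-out: percent inhibition of probe binding, normalized to plate controls; Timing: pre-incubation 45 min, probe exposure 60 min, at 25 °C; Dosing: 8.92 µM, single dose.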
PG9 binder: PG9 antibody binding by small molecule; inhibition, % at 6.7 µM; 0.43% of 360,000 active; TR-FRET gp120-PG9 antibody binding; in the data active means inhibition above about 8.5%
ARFGAP1 inh: inhibitors of rat ARFGAP1 | Q62848 | Arfgap1-stimulated ARF1 GTP hydrolysis, GDP FP detection | inhibition, % at 16.5 µM | 0.26% of 360,000 active | AID 651572;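 active means inhibition above a per-plate limit, mean inhibition of low control wells plus 3 SD, cut at about 25% in these data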;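 further: 0% = DMSO wells with enzyme and 100% = wells lacking Arfgap1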
Target sequence (Q62848 1-136 limits assumed): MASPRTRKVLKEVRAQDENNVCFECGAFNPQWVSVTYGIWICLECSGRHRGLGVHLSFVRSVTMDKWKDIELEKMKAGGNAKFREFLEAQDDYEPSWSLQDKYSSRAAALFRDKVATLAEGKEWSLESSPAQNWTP
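Assay system: Rat Arfgap1 GAP domain (His6, aa 1-136), purified enzyme | Buffer or medium: HEPES 25 mM pH 7.5, NaCl 150 mM, MgCl2, DTT | Schedule: GTP hydrolysis reaction 2 h at 25 °C | Signal: FP of antibody-bound GDP Alexa 633 tracer, ex 620/em 688 nm | Measure: Percent inhibition of Arfgap1-stimulated GTP hydrolysis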
SMARCA2 act: activators of SMARCA2 function. MG213 cells, MMTV-luciferase reporter, dexamethasone, overnight. activation, % at 9.1 µM. 1% of 370,000 active; in the data active means activation above about 7.8%;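 further: 0% = vehicle wells and 100% = reference activator wells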
rCAG binder: molecules binding r(CAG) RNA repeats. r(CAG) RNA repeat, TO-PRO-1 dye displacement fluorescence. 1.3% of 370,000 active. inhibition, % at 3 µM;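 active means inhibition above the plate cutoff, the mean of all test compounds on that plate plus 3 SD, cut at about 35% in these data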;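 further: 0% = DMSO alone and 100% = 100 µM mitoxantrone as full dye displacement; higher means more dye released from RNA so lower well fluorescence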
GC-B act: GC-B (human) receptor activation. P20594. HEK293-GC-B cells, CNP EC30, cGMP TR-FRET; 0% at EC30 CNP, 100% saturating CNP. activation, % at 10 µM. 0.11% of 370,000 active. AID 1920062;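 active means activation at 10 µM reaching about 35% in either raw or pattern-adjusted values, limit read from the data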
NPR1 activator: GC-A (human) enzyme activation | HEK293 GC-A cells, cGMP TR-FRET, EC30 ANP; 0% at EC30 ANP, 100% saturating ANP | P16066 | 0.14% of 370,000 active | activation, % at 10 µM | AID 1671463; in the data active means activation above about 40%
Rev-erbA mod: Rev-erb alpha (human) modulation | 0.79% of 370,000 active | Rev-erbα–FITC-DNA binding, fluorescence polarization, 90 min | activity, % at 10 µM;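 active means activity above about 14%, limit read from the data; passing the limit was not always enough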;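 further: 0% = DMSO wells with 35 nM protein and 100% = DMSO wells with 750 nM protein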
The depositor's hits bear a star; · = no result given; & = joins results of further samples; ! = not active in a repeat.

Values run as follows: ARFGAP1 inh | GC-B act | mABHD4 FP | SMARCA2 act | ASAP1 GAP inh | rCAG binder | NPR1 activator | HTRA1 inhibitor | PG9 binder | Rev-erbA mod
O=C(Cn1cnc2sc(-c3ccccc3)cc2c1=O)NCc1ccco1
→ -6 | 7 | -7 | 1 | 3 | 10 | 1 | 3 | 0.2 | 1
C/C(Sc1nnc(Cc2ccccc2)o1)=C(/O)c1ccccc1
→ · | -2 | · | · | · | · | 2 | 0 | · | -1
COc1cc(OC)cc(C(=O)NCc2cc(C)nc3ccccc23)c1
→ -16 | -8 | 3 | -2 | 2 | 2 | -7 | -7 | -2.2 | 4
O=C(O)c1cnn(-c2ccccc2)c1-n1cccc1
→ 12 | 3 | 1 | -2 | -6 | 1 | 5 | 8 | -1.1 | 6
COc1cccc(NC(=O)COC(=O)c2ccccc2C(=O)N(C)c2ccccc2)c1
→ -9 | 2 | 5 | 1 | 2 | 2 | -1 | -10 | 2.4 | 2
COc1ccc(NS(=O)(=O)c2ccc(Br)cc2)cn1
→ 12 | -6 | 5 | -2 | 6 | 2 | -3 | 0 | 0.8 | -2
O=C(/C=C/c1ccc(Cl)cc1)Nc1ccc(Br)cn1
→ -1 | -1 | 3 | -3 | 9 | -1 | 2 | 5 | 0.7 | 0
CCN(C(=S)Nc1ccc(C(C)=O)cc1)C1CCCCC1
→ -5 | -2 | 2 | 2 | -3 | 1 | 1 | -2 | -0.4 | -1
O=C(C1CCCN1C(=O)c1cccs1)N1CCc2ccccc21 (centres undefined)
→ -1 | -3 | 3 | 1 | -2 | 6 | -3 | -3 | -1.1 | 1
COc1ccc(NC(=O)c2ccc3ccccc3c2)cc1
→ 0 | -9 | 1 | 6 | -1 | 7 | 2 | 6 | -1.5 | -1
O=C1CC2(CCCCCC2)Oc2ccccc21
→ -2 | -1 | -4 | 2 | 9 | 2 | 0 | -4 | -1.7 | 9
O=C(CN1C(=O)C2C3C=CC(C3)C2C1=O)NCCc1ccccc1 (centres undefined)
→ 5 | 9 | -2 | 2 | 0 | -5 | 3 | 7 | 2.3 | 4
CS(=O)(=O)N(CC(=O)N1CCCC1)c1ccc(Cl)cc1Cl
→ -5 | 0 | -6 | -3 | 0 | -2 | -5 | 8 | 0.2 | 6
CC(Sc1ccc2ccccc2n1)C(=O)O (centres undefined)
→ 3&2 | 29&8 | -4&5 | 4&1 | -3&-3 | 2&0 | 48*! | -4 | 50* | 1&-4
Cc1ccc2c(Cl)cc(Cl)c(OCC(=O)Nc3cccc(S(N)(=O)=O)c3)c2n1
→ -4 | 20 | -13 | -4 | 2 | 11 | 12 | -43 | 0.3 | -2
COC(=O)C1=C(C)N(Cc2ccc(C(F)(F)F)cc2)C(=NCc2ccccc2)NC1c1ccccc1 (centres undefined)
→ 4 | -8 | 33* | -10 | 12 | 7 | -18 | · | 1.1 | -4
COC(=O)Cn1c(C)c(C(C)=O)c(C(C)=O)c1C
→ 10 | 3 | 3 | -1 | -8 | -1 | 7 | -1 | 0.2 | -2
CCOc1ccccc1OCC(=O)OCc1csc(CC(=O)Nc2ccccc2C)n1
→ 2 | 2 | 3 | -2 | -1 | -5 | 2 | -1 | 0.1 | -1
c1ccc(CCC2Cc3ccccc3N2)cc1 (centres undefined)
→ 8 | -1 | 7 | 2 | 8 | 8 | 6 | 3 | -2.3 | -2
CC1(C(=O)NS(=O)(=O)c2ccc(C#N)cc2)CCN1C(=O)c1cccc2ccccc12 (centres undefined)
→ 3 | 6 | 7 | 4 | 0 | 11 | 3 | · | 0.5 | 2
Cc1cc(C)c(N2C(=NC(=O)CCCC(=O)O)SC3CS(=O)(=O)CC32)c(C)c1 (centres undefined)
→ 8 | 2 | -4 | -4 | -10 | 6 | -1 | 1 | -3.3 | -5
CCc1nc2ccccc2n1CCc1ccccc1
→ 0 | -2 | 1 | -1 | 6 | -3 | -2 | -7 | 0.8 | -3
COCCN(C(=S)Nc1ccc(C)cc1C)C(C)c1ccco1 (centres undefined)
→ -1 | 1 | 2 | 1 | -18 | 2 | 4 | -2 | 0.5 | -1
O=C(N/N=C/c1ccccc1C(F)(F)F)c1ccc2nc[nH]c2c1
→ -4 | -2 | -4 | 3 | -5 | -1 | -4 | -7 | -2.3 | -1
Cc1ccc(C(=O)Nc2ccccc2C(=O)N2CCCCCC2)cc1
→ -7 | 1 | -7 | 0 | 0 | 2 | -7 | 6 | -1.7 | 4
Cc1cc(C)c(NC(=O)Cn2c([N+](=O)[O-])cnc2C)c(C)c1
→ 14 | 1 | -2 | 0 | -7 | 1 | 0 | 1 | -2.1 | 0
CCOc1cc(N2CCOCC2)c(OCC)cc1NC(=O)Cc1cccc2ccccc12
→ -8 | 18 | 2 | 0 | 6 | -3 | 10 | -1 | -0.4 | 1
CC(=O)NC(=O)NC1OC(=O)C(Cl)=C1Cl (centres undefined)
→ -4 | -6 | 0 | -1 | -5 | 2 | 0 | 9 | 0.1 | 1
OC(c1ccccc1)c1ncc(-c2ccccc2F)[nH]1 (centres undefined)
→ 4 | 5 | 3 | 8 | 13 | 0 | 2 | · | 1.4 | -8
COc1cccc(C(=O)N2CCC(n3nccc3NC(=O)C(OC)c3ccccc3)CC2)c1 (centres undefined)
→ 3 | -1 | 3 | 0 | 1 | -1 | 2 | 4 | -0.9 | -2

3 entries from above, as tab-separated lines.
SMILES	ARFGAP1 inh	GC-B act	mABHD4 FP	SMARCA2 act	ASAP1 GAP inh	rCAG binder	NPR1 activator	HTRA1 inhibitor	PG9 binder	Rev-erbA mod
O=C(N/N=C/c1ccccc1C(F)(F)F)c1ccc2nc[nH]c2c1	-4	-2	-4	3	-5	-1	-4	-7	-2.3	-1
Cc1ccc(C(=O)Nc2ccccc2C(=O)N2CCCCCC2)cc1	-7	1	-7	0	0	2	-7	6	-1.7	4
Cc1cc(C)c(NC(=O)Cn2c([N+](=O)[O-])cnc2C)c(C)c1	14	1	-2	0	-7	1	0	1	-2.1	0

6 of the entries above in order of their number in HTRA1 inhibitor, falling.
| Compound | HTRA1 inhibitor |
| --- | --- |
| CS(=O)(=O)N(CC(=O)N1CCCC1)c1ccc(Cl)cc1Cl | 8 |
| O=C(CN1C(=O)C2C3C=CC(C3)C2C1=O)NCCc1ccccc1 (centres undefined) | 7 |
| C/C(Sc1nnc(Cc2ccccc2)o1)=C(/O)c1ccccc1 | 0 |
| COC(=O)Cn1c(C)c(C(C)=O)c(C(C)=O)c1C | -1 |
| O=C(N/N=C/c1ccccc1C(F)(F)F)c1ccc2nc[nH]c2c1 | -7 |
| Cc1ccc2c(Cl)cc(Cl)c(OCC(=O)Nc3cccc(S(N)(=O)=O)c3)c2n1 | -43 |

Continuation.
Values run as follows: ARFGAP1 inh | GC-B act | mABHD4 FP | SMARCA2 act | ASAP1 GAP inh | rCAG binder | NPR1 activator | HTRA1 inhibitor | PG9 binder | Rev-erbA mod
CCOc1cc(N2CCOCC2)c(OCC)cc1NC(C)C(=O)N1CCN(CC)CC1 (centres undefined)
→ -17 | -5 | 41* | -3 | -3 | 25 | -3 | 41* | -12 | -11
OC1(c2cccc(C(F)(F)F)c2)CCN(Cc2nnnn2CCc2ccccc2)CC1
→ 9 | -2 | -2 | 0 | -7 | -7 | -1 | -6 | 0.4 | -1
c1ccc(CN2CCC(Nc3nc(-c4cccnc4)nc4ccccc34)CC2)cc1
→ 8 | 4 | 4 | 8.5* | 2 | -8 | 1 | -27 | -0.3 | 1
CCCCCCCN(C(=O)CCl)c1cccc(C)c1
→ -11 | -2 | -3 | -12 | 3 | -5 | 0 | -4 | -3.3 | -5
COc1cccc(CNC(=O)CCCCCn2c(=S)[nH]c3ccc(N4CCOCC4)cc3c2=O)c1
→ 2 | -2 | 1 | 1 | -1 | -3 | -4 | · | -0.7 | 2
Cc1ccc(C(=O)/C=C/c2cn(CN3CCN(C)CC3)c3ccccc23)cc1
→ 1 | -4 | -8 | 5 | 6 | 11 | 5 | -17 | 1.4 | 0
CCOc1cc(C(=O)Nc2ccc(S(=O)(=O)NC3=NCCCCC3)cc2)cc(OCC)c1OCC
→ 1 | 2 | 0 | -4 | -8 | -9 | -3 | -8 | -3.9 | -3
COc1ccc(Nc2nc(C)c(C(C)=O)s2)cc1
→ -4 | -4 | -4 | 8.2* | -7 | 1 | -1 | · | 0.7 | 6
COc1ccc(NC(=O)c2nn(C)c(=O)c3ccccc23)cc1S(=O)(=O)Nc1ccccc1Cl
→ 2 | 1 | -32 | 2 | 5 | 16 | 2 | -46 | -3.1 | -2
CC(C)(C)n1cnc2cc(NCc3ccccc3O)ccc21
→ -2 | -4 | 12 | 0 | 6 | -6 | 0 | 46* | -3.5 | -4
COc1cccc2c(=O)c(C(=O)NCCc3ccccc3)c[nH]c12
→ -4 | 5 | -5 | 5 | 2 | 4 | 6 | -6 | -1.9 | -2
CCCCC(=O)N/N=C(/C)C1=C(C)C(C)(C)OC1=O
→ 4 | 11 | 2 | -5 | 6 | -1 | 3 | 0 | 0.5 | 1
COCCCn1cc(CN2CC(N3CCN(C4CCN(C)CC4)CC3)CS2(=O)=O)nn1 (centres undefined)
→ -2 | 3 | -13 | 3 | -3 | 0 | 2 | · | 0.0 | -5
COCCSc1nnc(NC(=O)c2ccc([N+](=O)[O-])cc2)s1
→ -5 | -5 | -5 | 2 | -5 | -1 | 4 | 0 | 0.1 | 5
Cc1c(C)c(C)c(CN2CCSCC2)c(C)c1C
→ 3 | -8 | 2 | -3 | -15 | -3 | -10 | 8 | 0.2 | 5
CN(C)c1oc(-c2ccc(Cl)cc2)nc1S(=O)(=O)c1ccccc1
→ 6 | 1 | 7 | -3 | -8 | -1 | 3 | 4 | -2.6 | 1
O=C(CSc1nnc(CCCN2C(=O)c3cccc4cccc(c34)C2=O)n1-c1ccccc1)NCCCN1CCOCC1
→ 5 | -1 | 0 | 0 | -2 | -3 | -3 | 5 | 2.0 | 0
Cc1nn2c(=O)cc(CSc3nc4ccccc4[nH]3)nc2s1
→ 2 | 7 | -3 | 4 | 6 | 2 | 5 | 1 | -1.1 | 3
S=C(c1ccccc1)N1CCCC1
→ 9 | 10 | 5 | 1 | 4 | -2 | 4 | -10 | 0.2 | 8
Cc1nc2ccccc2n1CC(=O)OCC(=O)Nc1ccc2c(c1)OCCO2
→ 2 | 1 | 0 | 0 | -3 | 1 | 0 | -1 | -1.9 | -1
CC(C)Oc1ccc(CNC(=O)CCCN2C(=O)C(c3ccccc3)Oc3cccnc32)cc1 (centres undefined)
→ 2 | 1 | 0 | -1 | 6 | -2 | -2 | -3 | -0.7 | -3
CCc1ccccc1OCC(=O)N1CCN(c2ncccn2)CC1
→ -8 | 3 | 7 | 0 | -3 | -4 | -2 | 1 | 0.2 | -5
CS(=O)(=O)c1ccc(Cl)c(S(=O)(=O)NCc2ccccc2)c1
→ -7 | 5 | 1 | -1 | -5 | -1 | 1 | 6 | -2.2 | -1
O=C(Nc1ccccc1)O[C@@H]1C[C@H]2CCCC(=O)N3CC[C@@H](C1)[C@@H]23
→ 1 | -1 | 6 | -1 | -2 | -3 | 7 | 3 | -1.0 | 1
COc1cc(NC(=O)CCc2nnc3ccc(NCc4ccco4)nn23)cc(OC)c1
→ 5 | -6 | 7 | -3 | 5 | 6 | -10 | 3 | 0.9 | 2
CCC1(CC)CNC(=O)NC1=O
→ 3 | 5 | 7 | 4 | 0 | 0 | 5 | -1 | -4.1 | -5
O=C(O)c1ccc(N/N=C/c2cc3c(cc2[N+](=O)[O-])OCO3)cc1
→ 12 | 3 | 7 | 3 | 12 | 4 | -4 | 5 | -12 | 5
